# Pol eta inh – qHTS for Inhibitors of Polymerase Eta | DNA polymerase eta (Homo sapiens), Q9Y253 | recombinant Pol eta, fluorescent DNA replication assay | Potency, µM (series often up to 114 µM), inactives show at the highest dose activity change, negative = inhibition, usual class: inhibitors | hit rate 1.2% among 390,000; further: on the % scale 0 is the no-effect control and ±100 the full control effect
#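 Pol eta at 10 nM preincubated with compounds 15 min at room temperature; reaction started with fluorescent substrate (50 nM final) and read kinetically at 0 and 10 min.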
# JMJD2A Tudor – qHTS Assay for Inhibitors of JMJD2A-Tudor Domain; Lysine-specific demethylase 4A (Homo sapiens), O75164; AlphaScreen JMJD2A-Tudor / H3K4me3 peptide binding; Potency, µM (series often up to 114 µM), for inactives: at the top dose activity change, negative = inhibition, actives largely listed as inhibitors; hit rate 4.4% among 390,000; AID 504339, 2011; further: on the % scale 0 is the no-effect control and ±100 the full control effect; nearly all actives have a fitted effect of over 50% in size
# Target sequence (O75164 whole entry, looked up, the tested form may be a part): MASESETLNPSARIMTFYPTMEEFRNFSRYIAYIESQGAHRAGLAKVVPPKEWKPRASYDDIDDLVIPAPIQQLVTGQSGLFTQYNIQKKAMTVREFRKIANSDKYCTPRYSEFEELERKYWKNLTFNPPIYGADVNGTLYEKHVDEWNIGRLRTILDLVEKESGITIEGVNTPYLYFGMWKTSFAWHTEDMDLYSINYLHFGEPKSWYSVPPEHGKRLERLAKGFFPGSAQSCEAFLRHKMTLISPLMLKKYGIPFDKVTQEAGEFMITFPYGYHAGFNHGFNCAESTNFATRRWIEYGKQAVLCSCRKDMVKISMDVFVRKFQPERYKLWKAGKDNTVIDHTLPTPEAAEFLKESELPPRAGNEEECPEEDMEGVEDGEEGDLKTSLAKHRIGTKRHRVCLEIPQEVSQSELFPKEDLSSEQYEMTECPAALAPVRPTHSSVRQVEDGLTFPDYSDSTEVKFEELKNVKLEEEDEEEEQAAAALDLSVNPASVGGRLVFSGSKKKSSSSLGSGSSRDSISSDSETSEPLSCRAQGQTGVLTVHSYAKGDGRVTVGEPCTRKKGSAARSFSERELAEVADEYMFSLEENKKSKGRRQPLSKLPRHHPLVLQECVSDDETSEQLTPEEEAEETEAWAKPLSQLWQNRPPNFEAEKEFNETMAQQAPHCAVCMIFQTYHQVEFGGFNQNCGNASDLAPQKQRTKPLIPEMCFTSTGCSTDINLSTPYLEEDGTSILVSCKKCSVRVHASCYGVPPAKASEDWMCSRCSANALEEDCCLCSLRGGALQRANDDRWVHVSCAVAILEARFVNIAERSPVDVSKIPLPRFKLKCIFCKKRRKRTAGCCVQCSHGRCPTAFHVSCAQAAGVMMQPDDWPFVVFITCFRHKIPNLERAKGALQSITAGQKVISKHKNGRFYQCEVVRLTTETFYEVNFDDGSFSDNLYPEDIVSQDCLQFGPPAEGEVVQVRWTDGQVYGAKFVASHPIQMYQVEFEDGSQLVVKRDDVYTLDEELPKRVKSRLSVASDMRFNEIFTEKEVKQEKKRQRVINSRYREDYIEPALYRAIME
# BAZ2B block – qHTS Assay for Inhibitors of BAZ2B; AlphaScreen BAZ2B-H3K14Ac peptide displacement; Potency, µM (titrated, usually from 114 µM), for inactives: at the highest dose activity change, negative = inhibition, actives largely listed as inhibitors; hit rate 4.4% among 360,000; AID 504333, 2011; further: on the % scale 0 is the no-effect control and ±100 the full control effect; nearly all actives have a fitted effect of over 60% in size
#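 Complex of BAZ2B and biotin-H3K14Ac (50 nM apiece) forms over 30 min at RT, then faces library compounds up to 110 uM for another 30 min; AlphaScreen beads added, 20 min dark incubation, luminescence read.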
# Pol iota inh – qHTS for Inhibitors of Polymerase Iota; hit rate 1% among 390,000; Pol iota fluorescent replication assay, 10 min; AID 588590, 2011; DNA polymerase iota (Homo sapiens), Q9UNA4; Potency, µM (titrated, usually from 115 µM), for inactives: at the highest dose activity, negative = inhibition, actives largely listed as inhibitors
#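 Pol iota at 10 nM preincubated 15 min with compounds at room temperature; reaction started with fluorescent substrate, 50 nM final. Fluorescence read kinetically at 0 and 10 min; buffer-only wells as negative control.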
# BLM helicase inh – qHTS Assay for Inhibitors of Bloom's syndrome helicase (BLM); RecQ-like DNA helicase BLM (Homo sapiens), P54132; recombinant BLM DNA unwinding, fluorescence dequenching; Potency, µM (titrated, usually from 56.1 µM), without a hit: at the top dose activity change, negative = inhibition, most hits filed as inhibitors; hit rate 0.2% among 350,000;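 further: plate controls were vehicle for no effect and no enzyme for full effect; nearly all actives have a fitted effect of over 35% in size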
# POLK inh – qHTS for Inhibitors of Polymerase Kappa | AID 588579, 2011 | purified Pol kappa, fluorescent DNA synthesis assay, 10 min | Potency, µM (top dose mostly 107 µM), for inactives: top-dose activity, negative = inhibition, actives largely listed as inhibitors | hit rate 0.53% among 400,000 | DNA polymerase kappa (Homo sapiens), Q9UBT6; further: on the % scale 0 is the no-effect control and ±100 the full control effect
#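 Pol kappa 10 nM + cpd, 15 min RT; start w/ substrate 50 nM final; fluorescence kinetic read, 0 and 10 min. Neg ctrl: buffer, no enzyme.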
# APEX1 inh – qHTS Assay for Inhibitors of the Human Apurinic/apyrimidinic Endonuclease 1 (APE1). DNA repair nuclease/redox regulator APEX1 (Homo sapiens), P27695. recombinant APE1, TAMRA/BHQ-2 abasic DNA cleavage fluorescence. Potency, µM (series often up to 65.8 µM), without a hit: at the top dose activity change, negative = inhibition, most hits filed as inhibitors. hit rate 0.35% among 350,000. AID 2517, 2012;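 further: plate controls were vehicle for no effect and reference inhibitor for full effect; nearly all actives have a fitted effect of over 55% in size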
#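 Measures dequenching upon AP-site incision of a 5'-TAMRA/3'-BHQ-2 THF-containing duplex, 50 nM; human APE1 0.75 nM after 15 min room-temperature exposure to compound; kinetic three-point read at one-minute spacing.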
# Pol beta inh – qHTS Assay for Inhibitors of DNA Polymerase Beta | P06746 | Pol beta primer extension/strand displacement, fluorescence kinetic | Potency, µM (top dose mostly 114 µM), inactives show at the highest dose activity change, negative = inhibition, usual class: inhibitors | hit rate 1.3% among 340,000 | AID 485314, 2010; further: on the % scale 0 is the no-effect control and ±100 the full control effect
#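 Homogeneous kinetic assay of primer extension and strand displacement by 10 nM Pol beta, preincubated 15 min at room temperature with compound before 50 nM substrate (final) was added. Read at 0 and 10 min; four-parameter Hill fit.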
# G9a inh – qHTS Assay for Inhibitors of Histone Lysine Methyltransferase G9a. Histone-lysine N-methyltransferase EHMT2 (Homo sapiens), Q96KQ7. G9a H3K9 monomethylation, AlphaScreen, 2 h. Potency, µM (titrated, usually from 102 µM), without a hit: at the top dose activity, negative = inhibition, hits mostly inhibitors. hit rate 8.8% among 350,000. AID 504332, 2011; further: on the % scale 0 is the no-effect control and ±100 the full control effect; nearly all actives have a fitted effect of over 75% in size
#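 AlphaScreen detection with an anti-monomethyl H3K9 antibody quantified product after a 2 h room-temperature reaction containing 500 nM biotinylated H3K9 peptide, 20 µM SAM and 20 nM enzyme, which had been preincubated 15 min with compound.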
# * hit, by the source's call; ? = inconclusive; · = not tested or not shown; & = joins results of further samples; [ ] = remark or other dose. The call rests on the fitted dose curve; in most records, active means well fitted curve in the direction sought with a large enough effect; inconclusive means small, poorly fitted or top-dose-only effect, or another doubt; inactive means no such curve, though single readings can be large; an effect the other way counts as inactive or inconclusive. Potency means the concentration at half of the fitted maximal effect.
SMILES,Pol eta inh,JMJD2A Tudor,BAZ2B block,Pol iota inh,BLM helicase inh,POLK inh,APEX1 inh,Pol beta inh,G9a inh
COc1ccc(CCNC(=O)C2CCN(c3nccc(C)n3)CC2)cc1,-15%,-23%,-10%,-9%,-1%,6%,0%,0%,-8%
CC1(CC(=O)O)C(=O)N=C2C=CC=CN21 (configuration not stated),-20%,-24%,0%,29%,-1%,-5%,3%,11%,-23%[59 µM]
Cc1cc(C)nc(Nc2n[nH]c(-c3ccccc3Cl)n2)n1,-12%,-7%,-1%,14%,-1%,0%,11%,37%,·
CC1CCN(C(=O)c2ccc3c(=O)n4c(nc3c2)CCCCC4)CC1,-13%,-16%,?,3%,1%,14%,57%,15%,-1%
CCCc1cc(=O)[nH]c2nnc(SCC(=O)NC3CCCCC3)n12,-6%,-2%,13%,4%,·,-7%,-9%,·,14%[0.501 µM]
O=C(CCC1CCCC1)N1CCN(S(=O)(=O)Cc2ccccc2)CC1,-8%,-11%[57.1 µM],13%,16%,0%,-10%,-2%,12%,23%
CCOc1ccccc1-n1c(=S)sc2c(=O)n(-c3ccccc3)c(=S)[nH]c21,-23%,79µM*,-30%,6%,-2%,9%,4%,3%,16%[59 µM]
O=S(=O)(NC(CO)Cc1ccccc1)c1ccc(Br)cc1F (configuration not stated),-18%,-14%,·,31%[activator],·,-17%,·,·,·
COCCNC(=O)c1onc(CSc2ccc(F)c(F)c2)c1C(=O)NCCOC,-11%,-4%,·,18%,·,18%,·,·,·
CCCOc1ccc(NC(=O)CC2C(=O)N(c3ccccc3)C(=O)N2CCC(C)C)cc1 (configuration not stated),-11%,-24%,-11%,0%,-4%,-12%,·,28%,-6%[59 µM]
O=C(c1cc(-c2ccccc2)on1)N1CCCC1,2%,-8%,2%,-27%,-2%,-3%[60.1 µM],4%,-17%,-49%[12.7 µM]
O=C(COC(=O)[C@H](Cc1ccccc1)NC(=O)c1ccco1)Nc1ccccc1,-20%,-16%,·,34%[activator],·,-3%,-7%,·,·
Cc1c(Cl)cccc1NC(=O)CN1C(=O)CCn2nc(-c3cccn3C)cc21,-12%,?,?,14%,-1%,-2%[60.1 µM],·,3%,?
CO/C=C\C=C/c1nnn(-c2ccc(Cl)cc2)n1,?,-6%,-11%,?,-2%,-10%,0%,?,50µM*
C=CCn1nc2ccccc2c1OCCO,-17%,-14%,11%,24%,·,2%,8%,·,22%[2.33 µM]
N#C/C(=C\c1cccc(F)c1)c1nc(-c2cc3ccccc3oc2=O)cs1,-6%,-9%,5%,9%,-2%,-5%,·,1%,6%[59 µM]
CCN1CCN(c2cc(C)c3cc(NC(=O)CCC(=O)Nc4ccc(OC)c(OC)c4)ccc3n2)CC1,-11%,-24%,1%,-11%,6%,-3%,-6%,0%,?
COC(=O)[C@@H]1C[C@@]2(O)[C@@H](O)[C@@H](O)[C@@H](O)C[C@H]2N1CC1CCCCC1,-12%,-13%,-9%,-5%,1%&1%,-12%,-5%&2%,0%,4%[12.7 µM]
CC(C)(C)NC(=O)CSc1nc2cc(S(=O)(=O)N3CCCCC3)ccc2o1,-10%,-17%,·,6%,·,-3%,26%,·,·
CCOc1ccccc1N(CC(=O)Nc1ccccc1C(=O)N1CCOCC1)S(C)(=O)=O,-13%,-7%,-14%,-3%,-1%,2%,-6%,16%,·
Cc1ccc(N/N=C/c2c(C)c(C#N)c(=O)n(C)c2O)cc1C,-1%,11µM*,56µM*,?,-6%,-24%,1%,-2%,0.79µM*
COc1cc(CN2CCC(Oc3cc(C(=O)NC4CC4)ccc3OC)CC2)cc(OC)c1,-14%,-10%,-7%,15%,4%,8%,2%,12%,0%[0.501 µM]
CC(C)c1ccc(S(=O)(=O)N2CCN(C(=O)CN3C(=O)c4ccccc4C3=O)CC2)cc1,-15%,-15%,·,54%[activator],·,-8%,0%,·,·
CN(Cc1ccccc1)C(=O)C1CCN(S(C)(=O)=O)CC1,-2%,-1%,-16%,27%,-1%,8%,-2%,?,14%
Cc1ccc(SCC(=O)N/N=C/c2ccco2)cc1,0%,-7%,-18%,135%[activator],-3%,-5%,-6%,34%,17%

# In the list so far, 6 have a halogen:
SMILES,Pol eta inh,JMJD2A Tudor,BAZ2B block,Pol iota inh,BLM helicase inh,POLK inh,APEX1 inh,Pol beta inh,G9a inh
Cc1cc(C)nc(Nc2n[nH]c(-c3ccccc3Cl)n2)n1,-12%,-7%,-1%,14%,-1%,0%,11%,37%,·
O=S(=O)(NC(CO)Cc1ccccc1)c1ccc(Br)cc1F (configuration not stated),-18%,-14%,·,31%[activator],·,-17%,·,·,·
COCCNC(=O)c1onc(CSc2ccc(F)c(F)c2)c1C(=O)NCCOC,-11%,-4%,·,18%,·,18%,·,·,·
Cc1c(Cl)cccc1NC(=O)CN1C(=O)CCn2nc(-c3cccn3C)cc21,-12%,?,?,14%,-1%,-2%[60.1 µM],·,3%,?
CO/C=C\C=C/c1nnn(-c2ccc(Cl)cc2)n1,?,-6%,-11%,?,-2%,-10%,0%,?,50µM*
N#C/C(=C\c1cccc(F)c1)c1nc(-c2cc3ccccc3oc2=O)cs1,-6%,-9%,5%,9%,-2%,-5%,·,1%,6%[59 µM]

# Other compounds follow.
SMILES,Pol eta inh,JMJD2A Tudor,BAZ2B block,Pol iota inh,BLM helicase inh,POLK inh,APEX1 inh,Pol beta inh,G9a inh
COC(=O)c1cccc(CSC(=S)N2CCCC2)c1,-16%,158%[activator],127%[activator],-11%,-7%,-26%,-5%,-2%,240%[activator]
Cc1nnc(SCC(=O)N2CC(=O)Nc3ccccc32)n1-c1ccccc1,-5%,-11%,-1%,?,-3%,-14%,10%,29%,?
COc1ccc(Cl)cc1N1C(=O)/C(=C\c2sccc2C)N=C1SCC(=O)NC1CC1,-17%,-24%,-33%,-5%,-10%,-9%,-7%,1%,-40%[59 µM]
NC(=O)c1ccccc1NC(=O)N1CCOCC1,5%,-1%,-9%,96%[activator],-3%,-10%,-3%,21%,12%
CN(C(=O)COC(=O)c1cccc(NS(=O)(=O)c2ccc(F)c(F)c2)c1)C1CCS(=O)(=O)C1 (configuration not stated),-4%,-7%,4%,-17%,5%,-16%,4%,2%,-47%
Cc1ccc(C(=O)O)cc1N1CCCC1=O,-20%,-16%,8%,65%[activator],0%,6%,-2%,1%,?
CCC(O)CNc1nc(SC)nc2sc3c(c12)CCN(C)C3 (configuration not stated),-10%,-21%,-12%,-2%[58.9 µM],-5%,-9%,-1%,25%,1%[59 µM]
Cc1c(C)c2c(OCC(=O)NCc3cccnc3)cc3c(c2oc1=O)CCC(C)(C)O3,-11%,?,-9%,39%[activator],0%,19%,17%,-9%,37%[activator]
O=S(=O)(c1ccc(Br)cc1)c1cnc2ccccc2n1,-15%,-10%,-7%,9%,1%,0%,11%,0%,-3%
Cc1ccccc1NC(=O)NC(N)=O,0%,?,-5%,8%,-2%,-10%,7%,?,4%
O=C(Nc1cc(Cl)ccc1Cl)N1CCN(C(=O)Nc2cc(Cl)ccc2Cl)CC1,-14%,-17%,·,1%,·,-4%,·,·,·
O=C(Nc1nc2ccc(Cl)cc2s1)c1cccc(N2C(=O)CCC2=O)c1,-11%,-1%,9%,11%,·,-7%,32%,·,4%[0.501 µM]
Cc1c(NS(=O)(=O)c2cc(C(=O)N3CCCC(C)C3)ccc2Cl)c(=O)n(-c2ccccc2)n1C (configuration not stated),-8%,-14%,·,24%,·,-9%,5%,·,·
S=C(Nc1ccccc1)Nc1ccc2cn[nH]c2c1,-8%,-16%,-17%,5%,1%,4%,5%,-2%,·
CCCC(=NC(C)CC)C1=C(O)CC(c2ccccc2)CC1=O (configuration not stated),-14%,14%,13%,43%[activator],-6%,1%,21%,17%,-12%
CCCCNC(=O)c1c(CSc2ccc(Cl)cc2)noc1C(=O)NCc1ccccc1,-7%,-1%,·,?,·,-20%,·,·,·
CC(C)(C)c1ccc(O)c(N=Cc2cc3c(cc2[N+](=O)[O-])OCO3)c1,7%,?,50µM*,-1%,-12%,-4%,18%,1%,6%[0.501 µM]
O=C(COc1ccc(Br)cc1CO)Nc1ccccc1F,-16%,-5%,-2%,1%,-4%,-9%,18%,33%,51%[activator][59 µM]
Cc1ccc(N(CC(=O)Nc2cccc(F)c2)S(=O)(=O)c2cccs2)cc1,-14%,-19%,·,22%,-4%,-22%,·,-1%,5%[59 µM]
COc1cccc(-c2nc(CS(=O)(=O)CC(=O)NCCCN3C(C)CCCC3C)c(C)o2)c1 (configuration not stated),-11%,-16%,-13%,-3%,5%,-23%,35%,-16%,-6%
Cc1nn(CC(=O)O)c(=O)c2cc3cc(F)ccc3n12,-27%,-6%,23%,6%,-1%,5%,·,17%,39%[59 µM]
O=C(COc1ccccc1[N+](=O)[O-])Nc1ccc2c(c1)OCO2,-1%,-15%,?,29%,-18%,-1%,7%,2%,-7%[59 µM]

# Four entries picked at random from those above, as already listed:
SMILES,Pol eta inh,JMJD2A Tudor,BAZ2B block,Pol iota inh,BLM helicase inh,POLK inh,APEX1 inh,Pol beta inh,G9a inh
O=C(Nc1cc(Cl)ccc1Cl)N1CCN(C(=O)Nc2cc(Cl)ccc2Cl)CC1,-14%,-17%,·,1%,·,-4%,·,·,·
CCOc1ccccc1N(CC(=O)Nc1ccccc1C(=O)N1CCOCC1)S(C)(=O)=O,-13%,-7%,-14%,-3%,-1%,2%,-6%,16%,·
C=CCn1nc2ccccc2c1OCCO,-17%,-14%,11%,24%,·,2%,8%,·,22%[2.33 µM]
CCN1CCN(c2cc(C)c3cc(NC(=O)CCC(=O)Nc4ccc(OC)c(OC)c4)ccc3n2)CC1,-11%,-24%,1%,-11%,6%,-3%,-6%,0%,?

# This is a subset; count on the stated rates, not on these rows.
